PAFAH1B2 FP inh – inhibitors of human PAFAH1B2; 340,000 tested, 1.2% active; AID 492953; inhibition, % at 3.39 µM; recombinant PAFAH1B2, FP-rhodamine activity probe, fluorescence polarization; P68402;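 active = inhibition above the mean of all tested compounds plus 3 SD, cut at about 24% in these data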;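 note: 0% = enzyme with DMSO and 100% = wells lacking PAFAH1B2; many of its hits are not listed in these tables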
GSTO1 counter – counter-screen for RBBP9 inhibitors: inhibitors of human GSTO1; P78417; recombinant GSTO1, activity-based probe fluorescence polarization; inhibition, % at 5.96 µM; 300,000 tested, 1.1% active; AID 1974;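 active = inhibition above the campaign mean inhibition plus 3 SD, cut at about 35% in these data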;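 note: 0% = GSTO1-1 with DMSO and 100% = wells lacking GSTO1-1 enzyme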
Target sequence (P78417 whole entry, looked up): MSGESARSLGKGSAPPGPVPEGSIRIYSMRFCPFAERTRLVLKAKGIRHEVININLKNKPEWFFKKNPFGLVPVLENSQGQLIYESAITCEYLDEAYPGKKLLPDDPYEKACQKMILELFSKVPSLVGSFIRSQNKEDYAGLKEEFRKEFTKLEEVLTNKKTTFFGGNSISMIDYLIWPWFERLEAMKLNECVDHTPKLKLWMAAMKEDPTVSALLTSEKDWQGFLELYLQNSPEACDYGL
PREPL inhibitor – inhibits the human prolyl oligopeptidase-like enzyme; Q4J6C6; recombinant PREPL, fluorescence polarization activity-based probe; 320,000 tested, 0.68% active; inhibition, % at 5.96 µM; in the data active = inhibition above about 43%;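 note: 0% = enzyme with DMSO and 100% = wells lacking enzyme; many of its hits are not listed in these tables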
pPAFAH FP inh – inhibitors of human plasma PAF acetylhydrolase (pPAFAH) | inhibition, % at 3.39 µM | 330,000 tested, 1.5% active | recombinant pPAFAH, FP-rhodamine probe fluorescence polarization | AID 463082;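 active = inhibition above the mean inhibition across the screen plus 3 SD, cut at about 25% in these data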;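 note: inhibitors block binding of the rhodamine activity-based probe so polarization drops; 0% = enzyme with DMSO and 100% = wells lacking pPAFAH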
PAFAH1B3 inh – PAFAH1B3 (human) inhibition | Q15102 | recombinant PAFAH1B3, FP-rhodamine probe, fluorescence polarization | inhibition, % at 3.39 µM | 340,000 tested, 0.28% active;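 active = inhibition above the screen-wide average of all tested compounds plus 3 SD, cut at about 25% in these data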;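 note: 0% = enzyme with DMSO only and 100% = wells lacking PAFAH1B3 protein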
Target sequence (Q15102 whole entry, looked up): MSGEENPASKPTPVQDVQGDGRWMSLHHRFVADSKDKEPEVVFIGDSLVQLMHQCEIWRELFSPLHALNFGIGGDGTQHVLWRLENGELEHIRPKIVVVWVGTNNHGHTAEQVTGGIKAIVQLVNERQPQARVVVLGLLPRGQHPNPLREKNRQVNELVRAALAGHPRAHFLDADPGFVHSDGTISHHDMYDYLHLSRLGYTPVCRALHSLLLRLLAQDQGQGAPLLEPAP
LYPLA2 inh – counter-screen for PME1 inhibitors: inhibitors of human LYPLA2; 320,000 tested, 0.38% active; inhibition, % at 5.9 µM; recombinant LYPLA2, FP-Rh probe fluorescence polarization; AID 2177;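 active = inhibition above the screen-wide mean plus 3 SD, limit set per campaign, cut at about 26% in these data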;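 note: 0% = LYPLA2 with DMSO and 100% = wells lacking LYPLA2 enzyme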
Target sequence (O95372 whole entry, looked up): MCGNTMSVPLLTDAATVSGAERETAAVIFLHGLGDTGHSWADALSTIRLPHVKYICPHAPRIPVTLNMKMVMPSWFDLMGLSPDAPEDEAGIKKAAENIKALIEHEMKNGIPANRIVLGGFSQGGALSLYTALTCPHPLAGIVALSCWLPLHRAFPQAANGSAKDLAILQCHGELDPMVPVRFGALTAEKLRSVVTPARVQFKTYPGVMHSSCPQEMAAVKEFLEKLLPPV
PME-1 inh – PME-1 (human) inhibition. 320,000 tested, 0.53% active. AID 2130. recombinant PME-1, FP-Rh probe fluorescence polarization. inhibition, % at 5.9 µM;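 active = inhibition above the campaign mean of all compounds plus 3 SD, cut at about 26% in these data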;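 note: competitive labeling of PME-1 active site by serine hydrolase directed probe; 0% = PME-1 with DMSO and 100% = wells lacking PME-1 enzyme; inhibitors block probe labeling so polarization falls and inhibition rises; many of its hits are not listed in these tables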
PAD4 inh – blocks human protein arginine deiminase 4. recombinant PAD4, RCA probe fluorescence polarization. inhibition, % at 6.36 µM. 330,000 tested, 0.41% active;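 active = percent inhibition above a cutoff equal to the mean of all tested compounds plus 3 SD, cut at about 15% in these data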;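 note: 0% = PAD4 with RCA probe and DMSO and 100% = probe without PAD4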
LYPLA1 counter – blocks human lysophospholipase 1, a PME1 counter-screen; recombinant LYPLA1, FP-Rh probe fluorescence polarization; inhibition, % at 5.9 µM; 320,000 tested, 0.16% active; AID 2174;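 active = inhibition above the mean of all tested compounds plus 3 SD, set per campaign, cut at about 14% in these data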;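 note: inhibitors block serine hydrolase probe labeling of LYPLA1 so polarization falls; 0% = enzyme with DMSO and 100% = wells lacking LYPLA1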
Target sequence (O75608 whole entry, looked up): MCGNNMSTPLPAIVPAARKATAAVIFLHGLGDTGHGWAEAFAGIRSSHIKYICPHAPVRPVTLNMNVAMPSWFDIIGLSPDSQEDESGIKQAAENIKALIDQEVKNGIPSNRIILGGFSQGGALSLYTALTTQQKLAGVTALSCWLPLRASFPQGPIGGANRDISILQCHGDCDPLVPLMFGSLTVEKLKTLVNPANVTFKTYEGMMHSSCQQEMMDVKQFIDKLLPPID
An asterisk follows results filed as active; / = not tested or not shown.

1: Cn1nc(C(F)(F)F)c2cc(NC(=O)OCC(C)(C)C)sc21
2: CCOC(=O)c1ccc2nc(C(F)(F)F)[nH]c(=O)c2c1
3: Cn1c(=O)[nH]c(=O)c2c1nc(NCCCO)n2CCCc1ccccc1
4: COc1ccccc1OCCCOc1ccc(C)cc1Br
5: Cn1c(-c2ccccc2)cnc1NCc1cccc([N+](=O)[O-])c1
6: CCn1c(-c2cccc(S(=O)(=O)N3CCCC3)c2)n[nH]c1=S
7: O=C(CCc1nc2ccccc2c(=O)[nH]1)NCCN1C(=O)S/C(=C\c2ccc(Cl)cc2Cl)C1=O
8: COCCCNC(=S)NC1CCCCC1
Assay by compound	1	2	3	4	5	6	7	8
PAFAH1B2 FP inh	2	1	3	5	2	5	4	-2
GSTO1 counter	-9	-7	8	-4	-3	9	7	3
PREPL inhibitor	2	-3	-2	9	1	11	8	-6
pPAFAH FP inh	2	-5	6	-2	0	-10	-2	1
PAFAH1B3 inh	0	20	13	16	9	8	-3	1
LYPLA2 inh	-2	-2	-1	-3	5	-4	-5	6
PME-1 inh	-6	-2	0	-8	-2	-4	-5	-1
PAD4 inh	-1	-2	-2	-3	-1	0	-8	-3
LYPLA1 counter	-2	-1	0	-2	1	1	-3	3

9: COC(=O)CNC(=O)c1c(-c2ccccc2Cl)noc1C
10: CCCS(=O)(=O)N1CCCC(C(=O)NCc2ccc3c(c2)OCO3)C1 (stereo unspecified)
11: Cc1ccc(C(=O)Cn2cnc3ccccc3c2=O)cc1C
12: CC(c1ccccc1F)n1cc(C(=O)NCCc2ccco2)nn1 (stereo unspecified)
13: O=C1OCCN1C(=O)[C@H]1[C@H](c2ccc(F)cc2)C(c2cccc(Cl)c2)=NN1c1ccc(Br)cc1
14: Cc1cc(N2C(=O)C(=O)/C(=C(/O)c3ccc(F)cc3)C2c2cccc(Br)c2)no1 (stereo unspecified)
15: COc1ccccc1NC(=O)c1cc(Cl)nc2ccccc12
16: CSc1ccc(/C=C/C(=O)OCC(=O)N2CCc3ccccc32)cc1
Assay by compound	9	10	11	12	13	14	15	16
PAFAH1B2 FP inh	6	-4	-1	11	-1	0	1	0
GSTO1 counter	-7	0	11	2	/	-9	9	/
PREPL inhibitor	4	12	18	-1	/	21	-3	-2
pPAFAH FP inh	-6	1	-3	3	9	-1	3	0
PAFAH1B3 inh	3	2	3	6	4	12	5	-10
LYPLA2 inh	1	-2	25	2	/	1	-1	-3
PME-1 inh	0	-9	-2	-1	/	-6	-1	-4
PAD4 inh	1	4	4	-1	1	-1	0	-2
LYPLA1 counter	0	-3	5	-1	/	2	1	-2

17: CC(C)c1onc(C(=O)NCc2ccccn2)c1[N+](=O)[O-]
18: COc1ccc(C(=O)NC2CCCCCC2)cc1S(=O)(=O)Nc1ccc(Br)cc1
19: Cc1[nH]c2ccccc2c1C(=O)C(=O)N1CCN(c2ccccc2Cl)CC1
20: CC(=O)c1ccccc1NC(=O)c1ccc(OCc2c(C)noc2C)cc1
21: O=c1cc(-c2ccc(O)c(O)c2)oc2c1ccc1ccccc12
22: Cc1ccc(C2c3c(oc4ccc(Cl)cc4c3=O)C(=O)N2CCCN2CCOCC2)o1 (stereo unspecified)
23: OCCNc1nc2ccccc2n1CCN1CCCCC1
24: Cc1ccc(-n2nc(-c3ccc(N)cc3)cc2N)cc1
Assay by compound	17	18	19	20	21	22	23	24
PAFAH1B2 FP inh	5	5	-4	3	14	/	-1	13
GSTO1 counter	18	-2	-13	/	/	14	12	1
PREPL inhibitor	11	0	-15	14	52*	-5	1	12
pPAFAH FP inh	-3	5	-2	1	78*	10	1	-2
PAFAH1B3 inh	2	0	4	-8	34*	/	8	6
LYPLA2 inh	3	-6	-5	/	-10	-1	4	0
PME-1 inh	-10	1	12	/	21	-4	-2	3
PAD4 inh	-1	0	-3	0	1	-2	-1	-6
LYPLA1 counter	-3	-1	2	/	-10	-2	1	1

25: O=C(Nc1ccc(NC(=O)C2CC2)cc1)c1ccco1
26: Cc1cccc(/C=C2\Sc3ccc(C(=O)N4CCOCC4)cc3N(C)C2=O)c1
27: Cc1c(CN(C)Cc2cn(C)nc2-c2ccccc2F)[nH]c2ccccc12
28: CC(C)N1CCN(Cc2ccoc2)CC1CCO (stereo unspecified)
29: COc1ccc(NC(=O)COC(=O)C2CCCCC2)c([N+](=O)[O-])c1
30: CC1(C)CC(=O)C2=C(C1)N(c1ccccc1)C(=O)CC2c1ccc(O)cc1 (stereo unspecified)
31: Cc1occc1C(=O)N/N=C/c1ccc(N(C)C)cc1
32: CCCCOC(=O)CCc1nc2ccccc2[nH]c1=O
Assay by compound	25	26	27	28	29	30	31	32
PAFAH1B2 FP inh	5	0	0	1	4	7	2	4
GSTO1 counter	3	-7	-4	3	10	1	4	5
PREPL inhibitor	-7	8	-14	-13	20	8	7	14
pPAFAH FP inh	2	10	-5	3	6	2	-2	3
PAFAH1B3 inh	0	13	8	8	1	2	5	9
LYPLA2 inh	0	14	1	-1	6	3	1	13
PME-1 inh	-4	18	-1	-7	2	8	3	-5
PAD4 inh	-6	0	0	0	-1	-2	-1	3
LYPLA1 counter	0	8	1	-1	0	0	-3	2

33: CC(C)N(Cc1ccccc1)C(=O)Cn1c(=O)cnc2ccccc21
34: COc1ccc(C(C[N+](=O)[O-])n2nc(C)cc2C)cc1 (stereo unspecified)
35: O=C(NC1CCN(C(=S)Nc2ccc(F)cc2)CC1)c1ccco1
36: CC1Sc2ccc(S(=O)(=O)CCC(=O)Nc3ccc(C(C)C)cc3)cc2NC1=O (stereo unspecified)
37: O=C(COc1ccc(Cl)cc1)NCc1cn2cc(Cl)ccc2n1
38: COc1ccc(-c2nnc(SCC(=O)N3CCCC(C)C3)o2)c(OC)c1 (stereo unspecified)
39: CCOC(=O)c1ccc(NC(=S)N2CCCC(C)C2)cc1 (stereo unspecified)
40: COC(=O)Cn1cc([N+](=O)[O-])nc1C
Assay by compound	33	34	35	36	37	38	39	40
PAFAH1B2 FP inh	5	6	6	13	10	-1	6	-3
GSTO1 counter	3	4	7	2	5	3	-10	17
PREPL inhibitor	-11	2	-4	16	-25	-11	-1	13
pPAFAH FP inh	6	1	-4	16	5	-4	-1	1
PAFAH1B3 inh	4	5	-3	4	8	-3	0	18
LYPLA2 inh	2	2	-7	3	6	-2	0	2
PME-1 inh	4	-2	-3	7	0	-4	2	-6
PAD4 inh	-3	1	-9	2	2	-1	-4	-5
LYPLA1 counter	7	-3	-5	-5	0	-1	1	-1

From compound 33 as far as 36, copied from above:
33: CC(C)N(Cc1ccccc1)C(=O)Cn1c(=O)cnc2ccccc21
34: COc1ccc(C(C[N+](=O)[O-])n2nc(C)cc2C)cc1 (stereo unspecified)
35: O=C(NC1CCN(C(=S)Nc2ccc(F)cc2)CC1)c1ccco1
36: CC1Sc2ccc(S(=O)(=O)CCC(=O)Nc3ccc(C(C)C)cc3)cc2NC1=O (stereo unspecified)
Assay by compound	33	34	35	36
PAFAH1B2 FP inh	5	6	6	13
GSTO1 counter	3	4	7	2
PREPL inhibitor	-11	2	-4	16
pPAFAH FP inh	6	1	-4	16
PAFAH1B3 inh	4	5	-3	4
LYPLA2 inh	2	2	-7	3
PME-1 inh	4	-2	-3	7
PAD4 inh	-3	1	-9	2
LYPLA1 counter	7	-3	-5	-5

(listing goes on)
41: C=CCNC(=O)COc1c(C)ccc(C)c1C
42: Cc1cc(C)cc(NC(=O)CC2NCCNC2=O)c1 (stereo unspecified)
43: CCOC(=O)Cc1csc(NC(=O)c2ccc(NC(C)=O)cc2)n1
44: O=C(NC1CCN(C(=S)NCCc2ccccc2)CC1)C1CCCCC1
45: Cc1ccc(CN2CCC(CNC(=O)C3CCCN(c4ncnc5c4nc4n5CCCCC4)C3)CC2)cc1 (stereo unspecified)
46: O=C(Nc1cc(C(F)(F)F)ccc1N1CCOCC1)C1=COCCO1
47: CCN1CCc2nc(SCC(=O)Nc3ccc(OC)cc3)c(C#N)cc2C1
48: O=C(COc1ccc(C(=O)c2ccc(F)cc2)cc1)NCc1ccc(F)cc1
Assay by compound	41	42	43	44	45	46	47	48
PAFAH1B2 FP inh	5	7	-2	6	-2	-1	4	4
GSTO1 counter	12	0	-9	0	2	-7	6	3
PREPL inhibitor	-2	0	-5	12	20	14	4	-3
pPAFAH FP inh	0	5	6	1	0	0	8	-2
PAFAH1B3 inh	9	0	3	2	7	-4	9	8
LYPLA2 inh	3	-6	-1	-1	3	2	3	18
PME-1 inh	0	-3	-3	-4	1	2	-3	4
PAD4 inh	3	-1	0	-1	-2	-1	-4	-1
LYPLA1 counter	3	-1	0	1	-1	2	-7	-2

49: Cc1cc(C)c2c3c(sc2n1)C(c1ccccc1)C(C#N)=C(N)O3 (stereo unspecified)
50: Cc1cc(C(=O)NCc2cc(C(=O)O)oc2C)c(C)o1
51: COc1ccc(NC(=O)CCSCCc2ccccn2)cc1OC
52: COc1ccc(C2CC(c3ccccc3)Nc3nc(NC(=O)c4cccs4)nn32)cc1 (stereo unspecified)
53: Cc1cc(N2CCCCC2)nc(NCc2ccccc2)n1
54: O=C(NCc1ccccc1)C1C2C=CC3(CN(Cc4cccnc4)C(=O)C13)O2 (stereo unspecified)
55: CCc1nnc(NC(=O)CSc2ccc(-c3nc4ccccc4[nH]3)cn2)s1
56: COCc1cc(=O)n2[nH]c(-c3cccc(Br)c3)cc2n1
Assay by compound	49	50	51	52	53	54	55	56
PAFAH1B2 FP inh	-1	1	2	6	5	-3	-4	0
GSTO1 counter	2	9	8	1	5	5	1	8
PREPL inhibitor	12	6	17	18	9	6	-2	7
pPAFAH FP inh	-4	2	5	-5	-1	5	-4	3
PAFAH1B3 inh	-6	-9	6	14	8	0	-6	3
LYPLA2 inh	0	-1	2	-6	2	5	-24	2
PME-1 inh	7	4	-2	2	3	2	-25	2
PAD4 inh	1	-4	1	4	-1	-3	-10	1
LYPLA1 counter	3	-2	0	-6	-1	-3	-12	1

A portion of the library (hit frequency here may not be typical).
